Assay outcomes as filed in PubChem.
EBI2 block – blocks human EBI2 receptor beta-arrestin signaling; inhibition, % at 5 µM; EBI2 beta-arrestin recruitment, luminescence, 7a,25-OHC stimulated; 0.81% of 360,000 active; AID 651636; in the data active = inhibition above about 38%;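 also: enzyme fragment complementation signal reports receptor beta-arrestin coupling in cells; 0% = agonist plus DMSO wells and 100% = wells without agonist; some results beyond the cut were filed as inactive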
Target sequence (P32249 whole entry, looked up, the tested form may be a part): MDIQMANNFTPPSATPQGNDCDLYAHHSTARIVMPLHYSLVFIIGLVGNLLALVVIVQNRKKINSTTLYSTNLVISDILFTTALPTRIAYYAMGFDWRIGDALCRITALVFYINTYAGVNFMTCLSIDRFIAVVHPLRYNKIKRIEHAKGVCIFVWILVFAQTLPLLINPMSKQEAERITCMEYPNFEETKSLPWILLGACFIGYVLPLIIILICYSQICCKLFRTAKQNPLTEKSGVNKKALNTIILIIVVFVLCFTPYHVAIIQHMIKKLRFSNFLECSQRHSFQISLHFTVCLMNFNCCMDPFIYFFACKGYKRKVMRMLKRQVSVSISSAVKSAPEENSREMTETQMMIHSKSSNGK
CCR6 antag – CCR6 (human) receptor antagonism; P51684; CHO-K1 CCR6 PathHunter beta-arrestin, luminescence, CCL20-stimulated; inhibition, % at 20 µM; 0.49% of 340,000 active; AID 493098;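 active = compounds whose inhibition of the agonist-driven luminescence signal at 20 µM reaches about 50%, limit read from the data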;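 also: cells stimulated with CCL20 at 14 nM final; plate controls were DMSO with CCL20 for no effect and DMSO without agonist for full effect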
Target sequence (P51684 whole entry, looked up): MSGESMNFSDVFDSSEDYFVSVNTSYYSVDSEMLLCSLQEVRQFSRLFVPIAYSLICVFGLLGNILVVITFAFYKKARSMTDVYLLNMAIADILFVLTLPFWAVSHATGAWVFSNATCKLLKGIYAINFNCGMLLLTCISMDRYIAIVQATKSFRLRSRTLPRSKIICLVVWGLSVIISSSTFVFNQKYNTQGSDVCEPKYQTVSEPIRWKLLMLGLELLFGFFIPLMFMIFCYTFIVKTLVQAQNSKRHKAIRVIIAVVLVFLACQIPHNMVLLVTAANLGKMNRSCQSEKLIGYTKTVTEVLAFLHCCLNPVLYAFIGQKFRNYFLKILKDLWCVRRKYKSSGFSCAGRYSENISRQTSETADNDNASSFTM
CXCR6 block – CXCR6 (human) receptor inhibition. O00574. CHO-K1 PathHunter CXCR6 beta-arrestin, luminescence. inhibition, % at 20 µM. 0.36% of 360,000 active; in the data active = inhibition above about 34%, passing the limit was not always enough;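 also: antagonist mode with CXCL16 agonist at 10 nM final; 0% = 10 nM CXCL16 with DMSO and 100% = unstimulated wells without agonist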
Target sequence (O00574 whole entry, looked up): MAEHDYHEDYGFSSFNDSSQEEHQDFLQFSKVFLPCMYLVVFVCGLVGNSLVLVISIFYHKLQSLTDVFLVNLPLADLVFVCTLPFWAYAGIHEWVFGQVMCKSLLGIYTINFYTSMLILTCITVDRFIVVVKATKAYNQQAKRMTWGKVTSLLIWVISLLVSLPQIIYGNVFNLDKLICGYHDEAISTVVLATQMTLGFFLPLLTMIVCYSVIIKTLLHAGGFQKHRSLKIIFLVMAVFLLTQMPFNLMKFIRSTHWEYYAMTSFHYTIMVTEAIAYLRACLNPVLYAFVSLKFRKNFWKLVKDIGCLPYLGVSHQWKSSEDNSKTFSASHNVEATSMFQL
697 NFkB inh – lowers PMA/ionomycin-induced NF-kB signal in 697 B cells | 697 B-cell NF-kB luciferase reporter, 16 h | 0.33% of 330,000 active | inhibition, % at 4 µM | AID 435022; in the data active = inhibition above about 35%
CHOP UPR activ – activators of apoptotic arm of unfolded protein response (CHOP) | CHO-CHOP luciferase reporter, UPR activation, luminescence; percent of tunicamycin response over DMSO baseline | activation, % at 10 µM | 0.34% of 330,000 active | AID 449763;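 active = at 10 µM dose, activation of 40% or more, normalized to positive control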;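 also: 100% = tunicamycin at 10 µg/mL and 0% = DMSO alone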
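Dosing – one dose, 10 µM in 0.5% DMSO · System – CHO-CHOP cells, stable luciferase reporter of PERK-eIF2a-CHOP signalling · Input – 500 cells/well · Control set – tunicamycin 10 µg/mL final as positive, DMSO-only wells as negative · Timing – 6 h compound treatment, 37 °C · Measure – % activation vs tunicamycin · Technique – luminescence read with Steady-Glo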
UPR XBP1 act – activators of adaptive arm of unfolded protein response (XBP1). CHO-XBP1 luciferase reporter, IRE1-XBP1 UPR activation, luminescence; percent of tunicamycin response, DMSO as zero. activation, % at 20 µM. 0.33% of 330,000 active;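 active = versus positive control, 20 µM dose yields 30% or more activation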;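 also: 100% = tunicamycin at 10 µg/mL and 0% = DMSO only wells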
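Assay system: IRE1-XBP1 luciferase reporter CHO line. Input: 1000 cells/well. Buffer or medium: F12 with 10% serum. Doses: 20 µM, 1% DMSO. Times: overnight seeding at 37 °C, 6 h compound treatment at 37 °C. Technique: Steady-Glo luciferase glow luminescence, 10 min after reagent addition.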
Gli-Sufu antag – blocks Gli-Sufu signaling in a luciferase reporter | 0.74% of 340,000 active | inhibition, % at 5 µM | AID 588413 | Sufu-KO-LIGHT fibroblasts, Gli luciferase reporter luminescence;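 active = inhibition above about 55%, limit read from the data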;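 also: 0% = DMSO-treated cells and 100% = wells with medium but no cells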
Jurkat NFkB inh – lowers PMA/ionomycin-induced NF-kB signal in Jurkat cells; PMA/ionomycin-induced NF-kB luciferase reporter, luminescence; inhibition, % at 4 µM; 0.53% of 330,000 active; in the data active = inhibition above about 50%
Mdm2 MdmX PPI – human Mdm2/MdmX binding inhibition; O15151+Q00987; SaOS-2 split-luciferase Mdm2/MdmX complementation, luminescence; inhibition, % at 8 µM; 3% of 330,000 active; AID 485346;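 active = inhibition of at least 50% at 8 µM in the primary screen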
The depositor's hits bear a star; . = no result given. Compounds as they come; overall some 5% were active at least once.

(1) Cc1ccsc1C(=O)N1CCc2ccccc2C1
(2) CC(C)NC(=O)CN1CCN(Cc2nc(-c3cccs3)no2)CC1
(3) Cc1ccc(C(=O)NC(=C(Cl)Cl)S(=O)(=O)c2ccc(C)cc2)cc1
(4) O=C(c1ccc(F)c(S(=O)(=O)N2CCOCC2)c1)N1CCN(c2ccc(F)cc2)CC1
(5) COc1ccc(Oc2c(C)oc3cc(OC(=O)N4CCOCC4)ccc3c2=O)cc1
(6) O=C(CN1CCN(S(=O)(=O)c2ccc(Br)cc2)CC1)N/N=C/c1ccco1
compound no.	1	2	3	4	5	6
EBI2 block	3	-3	-37	-6	-12	22
CCR6 antag	2	5	3	-6	17	17
CXCR6 block	0	3	0	2	-5	7
697 NFkB inh	13	6	-10	7	4	2
CHOP UPR activ	1.2	2.6	1.1	-1.2	0.5	0.3
UPR XBP1 act	0	-2	-2	-1	-2	-2
Gli-Sufu antag	-16	-1	8	1	5	1
Jurkat NFkB inh	-8	12	20	0	9	17
Mdm2 MdmX PPI	-11	-17	27	13	-4	8

(7) Cn1ncc2c(O/N=C(\N)c3ccc(C(F)(F)F)cc3)ncnc21
(8) COc1cc(/C=C2/SC(N)=NC2=O)ccc1Oc1ccc([N+](=O)[O-])cc1[N+](=O)[O-]
(9) COc1ccc(-n2c(SCC(=O)Nc3cc(C)on3)nc3ccccc3c2=O)cc1Cl
(10) O=CN1N=C(c2ccccc2)CC1c1ccc(Cl)cc1 (configuration not stated)
(11) Cc1ccc(-n2nnnc2SCc2ccc(C(=O)O)cc2)cc1C
(12) CCOC(=O)C1CCCN(Cc2ccccc2OCC)C1 (configuration not stated)
compound no.	7	8	9	10	11	12
EBI2 block	-3	-10	12	-5	-18	2
CCR6 antag	-29	-8	-1	-7	0	6
CXCR6 block	-13	-24	3	2	-9	5
697 NFkB inh	-62	10	11	-12	3	9
CHOP UPR activ	1.2	6.3	-1.3	-0.4	-1.9	-0.7
UPR XBP1 act	4	0	-2	-3	-2	2
Gli-Sufu antag	4	-3	3	-15	5	4
Jurkat NFkB inh	78*	-2	-2	-8	-16	-7
Mdm2 MdmX PPI	98*	41	41	-19	14	4

(13) CCOC(=O)Cn1ccc(NC(=O)c2ccc3c(c2)OCO3)n1
(14) CCN(CC)S(=O)(=O)c1ccc(N2CCN(c3ccccc3OC)CC2)c(N)c1
(15) Cc1cc(NC(=O)c2c(Br)c(C)nn2C)no1
(16) CC(C)c1nnc(NC(=O)C2CCN(c3nc4ccccc4s3)CC2)s1
(17) Cc1cccc(C)c1OCCSc1n[nH]c(N)n1
(18) CCN=C1S/C(=C\c2ccc(N3CCOCC3)cc2C)C(=O)N1CC
compound no.	13	14	15	16	17	18
EBI2 block	-4	-9	-9	-8	-10	17
CCR6 antag	3	6	0	6	34	12
CXCR6 block	4	-7	5	-2	-10	0
697 NFkB inh	6	2	21	2	10	2
CHOP UPR activ	0.9	4.6	-0.5	4.0	2.5	1.6
UPR XBP1 act	-4	-7	-1	0	-6	1
Gli-Sufu antag	7	66*	50	-3	16	-32
Jurkat NFkB inh	7	16	-5	0	7	47
Mdm2 MdmX PPI	6	8	-18	-26	-7	44

(19) COc1ccc2c(c1)C(=O)C(=O)N2CC1COc2ccccc2O1 (configuration not stated)
(20) Cc1ccc(/C=C2\SC(=S)N(CCCC(=O)NNC(=O)c3ccccc3O)C2=O)cc1
(21) COc1ccc(/C=C/C(=O)NCC(=O)N/N=C(/CCC(=O)O)c2ccccc2)cc1
(22) Cc1cc(NC(=O)COC(=O)c2ccccc2Cl)no1
(23) COc1ccc(CCNC(=O)CSc2nnc(-c3ccc(F)cc3)o2)cc1OC
(24) COc1ccc(-c2ccccc2)cc1NCc1ccc(OC)c(OC)c1
compound no.	19	20	21	22	23	24
EBI2 block	-4	2	5	0	0	3
CCR6 antag	39	9	19	8	3	3
CXCR6 block	18	2	5	3	10	-1
697 NFkB inh	0	88*	0	-3	5	7
CHOP UPR activ	1.4	-8.2	-0.5	3.1	-0.6	-0.5
UPR XBP1 act	15	-6	2	-1	4	0
Gli-Sufu antag	44	60*	2	8	9	-5
Jurkat NFkB inh	10	30	-1	12	-1	-13
Mdm2 MdmX PPI	54*	49	-22	5	-13	0

Copied from above, eight compounds:
(1) Cc1ccsc1C(=O)N1CCc2ccccc2C1
(2) CC(C)NC(=O)CN1CCN(Cc2nc(-c3cccs3)no2)CC1
(3) Cc1ccc(C(=O)NC(=C(Cl)Cl)S(=O)(=O)c2ccc(C)cc2)cc1
(4) O=C(c1ccc(F)c(S(=O)(=O)N2CCOCC2)c1)N1CCN(c2ccc(F)cc2)CC1
(5) COc1ccc(Oc2c(C)oc3cc(OC(=O)N4CCOCC4)ccc3c2=O)cc1
(6) O=C(CN1CCN(S(=O)(=O)c2ccc(Br)cc2)CC1)N/N=C/c1ccco1
(7) Cn1ncc2c(O/N=C(\N)c3ccc(C(F)(F)F)cc3)ncnc21
(8) COc1cc(/C=C2/SC(N)=NC2=O)ccc1Oc1ccc([N+](=O)[O-])cc1[N+](=O)[O-]
compound no.	1	2	3	4	5	6	7	8
EBI2 block	3	-3	-37	-6	-12	22	-3	-10
CCR6 antag	2	5	3	-6	17	17	-29	-8
CXCR6 block	0	3	0	2	-5	7	-13	-24
697 NFkB inh	13	6	-10	7	4	2	-62	10
CHOP UPR activ	1.2	2.6	1.1	-1.2	0.5	0.3	1.2	6.3
UPR XBP1 act	0	-2	-2	-1	-2	-2	4	0
Gli-Sufu antag	-16	-1	8	1	5	1	4	-3
Jurkat NFkB inh	-8	12	20	0	9	17	78*	-2
Mdm2 MdmX PPI	-11	-17	27	13	-4	8	98*	41

(cont.)
(25) N#Cc1c(-c2ccc([N+](=O)[O-])cc2)nc2n(c1=O)CCS2
(26) Cc1nc(-c2cccc(S(=O)(=O)N3CCCC(C)C3)c2)cs1 (configuration not stated)
(27) O=C(O)CNc1ccc(S(=O)(=O)C(F)(F)F)cc1[N+](=O)[O-]
(28) CCCCN(NC(C)=O)c1nc(Cl)nc(NC(C)C)n1
(29) C=CCc1cc(OC)ccc1OCCON1C(=O)CCC1=O
(30) Cc1cc(C)cc(C(=O)NC2CC(C)(C)NC(C)(C)C2)c1
compound no.	25	26	27	28	29	30
EBI2 block	3	1	3	-3	-5	-7
CCR6 antag	-9	-7	13	4	-12	5
CXCR6 block	-8	-4	3	5	9	5
697 NFkB inh	4	-3	11	7	-8	1
CHOP UPR activ	0.1	-0.2	0.3	-1.0	2.8	2.0
UPR XBP1 act	1	-2	0	-3	1	-6
Gli-Sufu antag	6	-10	40	-1	-3	-16
Jurkat NFkB inh	9	13	-1	2	-2	-11
Mdm2 MdmX PPI	-6	14	-3	15	3	29

Not a retest: 2 of the compounds above.
(25) N#Cc1c(-c2ccc([N+](=O)[O-])cc2)nc2n(c1=O)CCS2
(26) Cc1nc(-c2cccc(S(=O)(=O)N3CCCC(C)C3)c2)cs1 (configuration not stated)
compound no.	25	26
EBI2 block	3	1
CCR6 antag	-9	-7
CXCR6 block	-8	-4
697 NFkB inh	4	-3
CHOP UPR activ	0.1	-0.2
UPR XBP1 act	1	-2
Gli-Sufu antag	6	-10
Jurkat NFkB inh	9	13
Mdm2 MdmX PPI	-6	14

Continuation:
(31) O=C(NC1(C(F)(F)F)N=C(c2ccccc2)NC1=O)c1ccccc1 (configuration not stated)
(32) COc1ccc(-c2nc(N)n(C(=O)c3ccc(C)cc3)n2)cc1
(33) N/C(=N\OC(=O)COc1ccccc1)c1cccnc1
(34) COc1ccc(N2CCN(C(c3ccccc3)c3sc4nc(C)nn4c3O)CC2)cc1 (configuration not stated)
(35) C[C@]12c3[nH]c4ccccc4c3CCN1C(=O)C(CC(=O)NCCN1CCOCC1)C[C@@H]2C(=O)N1CCOCC1 (some centres not stated)
(36) C[C@@H]1CCC(=O)N(C[C@@H](C)CC#N)CC1
compound no.	31	32	33	34	35	36
EBI2 block	6	-5	0	-13	4	1
CCR6 antag	-1	8	-5	8	3	8
CXCR6 block	5	-3	-14	-1	2	-8
697 NFkB inh	-2	19	-17	-15	-3	-13
CHOP UPR activ	0.3	1.6	1.5	1.7	-0.7	0.8
UPR XBP1 act	-1	-1	2	-2	-1	1
Gli-Sufu antag	0	-16	-18	-3	-6	-4
Jurkat NFkB inh	-5	1	-31	2	-4	2
Mdm2 MdmX PPI	27	-21	-23	26	-26	-2

(37) COC(=O)c1sc2cc(C(F)(F)F)cnc2c1-c1ccccc1
(38) Clc1ccccc1N=C1SCCS1
(39) O=S(=O)(Cc1ccccc1Cl)N1CCCCC1
(40) O=C(NC12CC3CC(CC(C3)C1)C2)c1ccc(-c2ccc(Cl)cc2)o1
(41) CC(=O)Nc1ccc(S(=O)(=O)N(C)c2ccc(OCC(=O)OCC(=O)Nc3ccc(OC(F)F)cc3)cc2)cc1
(42) CCc1ccccc1NC(=O)CN(C)S(=O)(=O)c1ccc(-c2ccc(=O)[nH]n2)s1
compound no.	37	38	39	40	41	42
EBI2 block	-5	-9	-23	27	0	4
CCR6 antag	-5	-4	2	12	16	-7
CXCR6 block	-5	0	8	11	-9	-3
697 NFkB inh	5	9	7	-180	12	-2
CHOP UPR activ	-1.5	-0.9	1.0	5.2	-0.6	2.7
UPR XBP1 act	-3	2	0	5	-1	-7
Gli-Sufu antag	46	0	3	-67	-10	-9
Jurkat NFkB inh	-10	-12	-2	-153	0	-8
Mdm2 MdmX PPI	-4	4	-11	-18	-10	27

(43) NC(=O)c1ccsc1NC(=O)c1ccc([N+](=O)[O-])o1
(44) Cc1ccccc1N(C(=O)c1snc(C(N)=O)c1N)C(C(=O)NC1CCCCC1)c1ccc(O)cc1 (configuration not stated)
(45) CCOC(=O)CC1C(=O)NCCN1C(=O)c1ccc(Cl)c(Cl)c1 (configuration not stated)
(46) Cn1c(NC(=O)c2ccccc2C(F)(F)F)cc(=O)n(C)c1=O
(47) CC(C)(C)NC(=O)COc1ccc(CNCc2ccccn2)cc1
(48) O=C(CN(Cc1ccccc1)C1=NCCS1)c1ccccc1
compound no.	43	44	45	46	47	48
EBI2 block	3	29	-6	-8	-4	-5
CCR6 antag	19	13	6	-3	3	6
CXCR6 block	8	15	0	2	1	3
697 NFkB inh	-7	-3	14	-8	6	-12
CHOP UPR activ	6.3	2.1	-1.7	-2.1	2.7	1.5
UPR XBP1 act	6	0	-3	0	-3	-1
Gli-Sufu antag	-4	8	-9	3	25	2
Jurkat NFkB inh	-29	-7	8	3	-4	-2
Mdm2 MdmX PPI	57*	22	-9	9	9	0

(49) CCc1ccccc1NC(=O)CCS(=O)(=O)c1ccc(OC)cc1
(50) CCNC(=O)CN(c1ccc(F)cc1)S(=O)(=O)c1ccc2c(c1)OCCO2
(51) NC(=O)CSc1nnc(COc2ccccc2)n1C1CCCCC1
(52) Cc1ccc2oc(=O)c3cnn(CC(=O)NCCC(C)C)c3c2c1
(53) CCC(C)NC(=O)Cn1c(=O)n(-c2ccccc2)c(=O)c2ccc(C(=O)NCc3ccco3)cc21 (configuration not stated)
compound no.	49	50	51	52	53
EBI2 block	11	8	-4	4	2
CCR6 antag	1	21	3	4	3
CXCR6 block	2	-7	4	4	-2
697 NFkB inh	-4	10	.	13	-11
CHOP UPR activ	0.3	3.7	.	0.3	0.6
UPR XBP1 act	-9	1	.	-2	-2
Gli-Sufu antag	-2	-5	4	3	8
Jurkat NFkB inh	1	-9	.	-5	14
Mdm2 MdmX PPI	-15	10	.	18	47
